# NSD2 block: inhibitors of human NSD2, primary screen, biochemical, plate reader, single point; Histone-lysine N-methyltransferase NSD2 (Homo sapiens), O96028; NSD2-SET H3K36me1 DELFIA fluorescence; inhibition, % at 12.5 µM; 44,000 tested, 0.07% active; in the data active means inhibition above about 54%, passing the limit was not always enough;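 further: inhibitors reduce the monomethyl H3K36 fluorescence signal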
# Target sequence (O96028 whole entry, looked up): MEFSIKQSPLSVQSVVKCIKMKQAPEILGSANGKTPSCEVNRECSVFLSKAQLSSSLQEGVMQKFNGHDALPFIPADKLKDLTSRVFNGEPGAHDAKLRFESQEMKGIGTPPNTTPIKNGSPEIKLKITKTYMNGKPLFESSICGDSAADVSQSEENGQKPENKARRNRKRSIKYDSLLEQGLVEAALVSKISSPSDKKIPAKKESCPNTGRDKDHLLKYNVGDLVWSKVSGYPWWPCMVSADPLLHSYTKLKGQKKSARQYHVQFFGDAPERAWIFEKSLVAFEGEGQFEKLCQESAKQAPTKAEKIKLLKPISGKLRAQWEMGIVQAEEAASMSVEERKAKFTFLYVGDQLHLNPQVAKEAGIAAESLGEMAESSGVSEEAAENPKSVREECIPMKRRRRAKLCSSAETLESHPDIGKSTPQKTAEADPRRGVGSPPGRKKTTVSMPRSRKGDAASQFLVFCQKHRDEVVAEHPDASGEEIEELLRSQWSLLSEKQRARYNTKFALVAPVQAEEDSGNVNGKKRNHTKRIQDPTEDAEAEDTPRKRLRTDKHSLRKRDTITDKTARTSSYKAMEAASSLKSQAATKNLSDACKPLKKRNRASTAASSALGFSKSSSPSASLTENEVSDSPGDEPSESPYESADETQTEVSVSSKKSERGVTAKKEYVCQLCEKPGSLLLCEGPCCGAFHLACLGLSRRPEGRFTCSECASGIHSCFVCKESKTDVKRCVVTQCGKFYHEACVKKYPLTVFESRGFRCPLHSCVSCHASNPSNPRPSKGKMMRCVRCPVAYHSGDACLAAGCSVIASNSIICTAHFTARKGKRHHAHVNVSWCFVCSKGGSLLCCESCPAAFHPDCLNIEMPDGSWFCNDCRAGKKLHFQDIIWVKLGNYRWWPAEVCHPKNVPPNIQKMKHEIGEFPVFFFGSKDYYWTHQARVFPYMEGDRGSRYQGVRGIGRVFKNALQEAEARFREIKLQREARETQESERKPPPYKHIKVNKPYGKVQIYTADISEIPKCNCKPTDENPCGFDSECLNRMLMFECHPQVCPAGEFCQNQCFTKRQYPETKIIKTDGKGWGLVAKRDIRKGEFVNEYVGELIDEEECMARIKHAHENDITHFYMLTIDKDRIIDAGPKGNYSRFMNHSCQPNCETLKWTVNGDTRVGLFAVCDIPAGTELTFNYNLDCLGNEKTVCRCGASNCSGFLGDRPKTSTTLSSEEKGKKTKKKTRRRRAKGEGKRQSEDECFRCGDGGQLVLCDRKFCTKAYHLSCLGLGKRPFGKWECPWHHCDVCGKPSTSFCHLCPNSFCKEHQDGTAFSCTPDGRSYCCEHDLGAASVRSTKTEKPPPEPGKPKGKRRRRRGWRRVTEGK
# Numbers without * were called inactive; i = inactive.
NSD2 block	SMILES
0	C[C@@H]1CN([C@H](C)CO)C(=O)c2cc(NS(=O)(=O)c3cccs3)ccc2O[C@@H]1CN(C)S(C)(=O)=O
4	C[C@H]1CN([C@@H](C)CO)C(=O)c2cc(C#CC3CC3)cnc2O[C@@H]1CN(C)Cc1cccc(C(=O)O)c1
-224	C[C@@H]1CN([C@@H](C)CO)C(=O)c2cc(NC(=O)c3ccccc3)ccc2O[C@@H](C)CCCCO[C@H]1CN(C)C(=O)Nc1ccccc1
7	C[C@@H]1CN([C@H](C)CO)C(=O)c2cc(NC(=O)CCC(F)(F)F)ccc2O[C@@H]1CN(C)CC1CC1
0	C[C@H]1CN([C@@H](C)CO)S(=O)(=O)c2ccc(Br)cc2O[C@H]1CN(C)Cc1cncnc1
-4	O=C(C[C@H]1C[C@H]2c3cc(NC(=O)C4CCC4)ccc3O[C@H]2[C@H](CO)O1)NCc1cc(F)ccc1F
-206	C[C@@H]1CN([C@@H](C)CO)C(=O)c2cc(-c3cccnc3)cnc2O[C@@H]1CN(C)Cc1ccc(-c2ccccc2)cc1
3	Cc1noc(C)c1NC(=O)N(C)C[C@@H]1Oc2ccc(NS(=O)(=O)c3ccccc3)cc2C(=O)N([C@@H](C)CO)C[C@@H]1C
2	COc1ccc(CN(C)C[C@H]2OCCCC[C@@H](C)Oc3ccc(NS(=O)(=O)c4c(C)noc4C)cc3C(=O)N([C@H](C)CO)C[C@H]2C)cc1
1	C[C@H]1CN([C@@H](C)CO)C(=O)Cc2cc(NC(=O)Nc3ccccc3)ccc2O[C@H]1CN(C)C(=O)Nc1ccc2c(c1)OCO2
-2	C/C=C/c1cnc2c(c1)C(=O)N([C@@H](C)CO)C[C@@H](C)[C@@H](CN(C)C(=O)Cc1ccccn1)O2
0	C[C@H](O)C#Cc1cnc2c(c1)C(=O)N([C@H](C)CO)C[C@@H](C)[C@@H](CN(C)Cc1cncnc1)O2
-7	C[C@H](CO)N1C[C@H](C)[C@H](CN(C)S(=O)(=O)c2ccc(F)cc2)Oc2ccc(NC(=O)Nc3ccc(F)cc3)cc2CC1=O
-4	C=CCOC(=O)C1=C[C@H](c2ccc(C(F)(F)F)cc2)[C@@H](CCCO)[C@H](OCC)O1
3	CC(C)CC#Cc1ccc2c(c1)O[C@@H](CN(C)Cc1ccccn1)[C@H](C)CN([C@@H](C)CO)S2(=O)=O

# Ten structures out of the list, sorted by length of the SMILES, lowest first.
NSD2 block	SMILES
-4	C=CCOC(=O)C1=C[C@H](c2ccc(C(F)(F)F)cc2)[C@@H](CCCO)[C@H](OCC)O1
0	C[C@H]1CN([C@@H](C)CO)S(=O)(=O)c2ccc(Br)cc2O[C@H]1CN(C)Cc1cncnc1
3	CC(C)CC#Cc1ccc2c(c1)O[C@@H](CN(C)Cc1ccccn1)[C@H](C)CN([C@@H](C)CO)S2(=O)=O
0	C[C@H](O)C#Cc1cnc2c(c1)C(=O)N([C@H](C)CO)C[C@@H](C)[C@@H](CN(C)Cc1cncnc1)O2
0	C[C@@H]1CN([C@H](C)CO)C(=O)c2cc(NS(=O)(=O)c3cccs3)ccc2O[C@@H]1CN(C)S(C)(=O)=O
-206	C[C@@H]1CN([C@@H](C)CO)C(=O)c2cc(-c3cccnc3)cnc2O[C@@H]1CN(C)Cc1ccc(-c2ccccc2)cc1
3	Cc1noc(C)c1NC(=O)N(C)C[C@@H]1Oc2ccc(NS(=O)(=O)c3ccccc3)cc2C(=O)N([C@@H](C)CO)C[C@@H]1C
-7	C[C@H](CO)N1C[C@H](C)[C@H](CN(C)S(=O)(=O)c2ccc(F)cc2)Oc2ccc(NC(=O)Nc3ccc(F)cc3)cc2CC1=O
-224	C[C@@H]1CN([C@@H](C)CO)C(=O)c2cc(NC(=O)c3ccccc3)ccc2O[C@@H](C)CCCCO[C@H]1CN(C)C(=O)Nc1ccccc1
2	COc1ccc(CN(C)C[C@H]2OCCCC[C@@H](C)Oc3ccc(NS(=O)(=O)c4c(C)noc4C)cc3C(=O)N([C@H](C)CO)C[C@H]2C)cc1

# (further entries)
NSD2 block	SMILES
-1	C/C=C/c1ccc2c(c1)O[C@H](CN(C)C(=O)Cc1ccccc1)[C@H](C)CN([C@@H](C)CO)S2(=O)=O
0	COc1ccc(S(=O)(=O)N(C)C[C@H]2Oc3ccc(NC(=O)CCC(F)(F)F)cc3C(=O)N([C@@H](C)CO)C[C@H]2C)cc1
1	O=C(C1=C[C@H](C2CCCCC2)C[C@H](OCc2ccc(CO)cc2)O1)N1CCOCC1
4	CNC[C@H]1Oc2cc(C#CCN(C)C)ccc2S(=O)(=O)N([C@H](C)CO)C[C@@H]1C
0	C[C@H](CO)N1C[C@H](C)[C@@H](CN(C)C(=O)Cc2ccncc2)Oc2cc(C3=CCCC3)ccc2S1(=O)=O
6	CC(=O)OC[C@@]12C(=O)C[C@@H](C)[C@]3(C[C@@H](c4ccoc4)OC3=O)[C@H]1CC[C@H](OC(C)=O)[C@]21CO1
-4	C/C=C/c1ccc2c(c1)O[C@@H](CN(C)C(=O)NC(C)C)[C@H](C)CN([C@@H](C)CO)S2(=O)=O
1	CC(C)NC(=O)N(C)C[C@@H]1OCCCC[C@H](C)Oc2ccc(NS(=O)(=O)c3ccc(F)cc3)cc2C(=O)N([C@@H](C)CO)C[C@@H]1C
-3	C[C@H]1CN([C@@H](C)CO)S(=O)(=O)c2ccc(C#CCN(C)C)cc2O[C@H]1CN(C)S(C)(=O)=O
0	C[C@@H]1CN([C@H](C)CO)C(=O)c2cccc(NC(=O)Nc3ccc(F)cc3)c2O[C@@H]1CN(C)Cc1ccc(C(=O)O)cc1
8	COc1ccc(NC(=O)N(C)C[C@@H]2Oc3ccc(NS(C)(=O)=O)cc3CC(=O)N([C@@H](C)CO)C[C@@H]2C)cc1
2	Cc1ccc(S(=O)(=O)Nc2ccc3c(c2)C(=O)N([C@@H](C)CO)C[C@H](C)[C@@H](CN(C)Cc2ccc(Cl)c(Cl)c2)O3)cc1
0	C[C@H](CO)N1C[C@H](C)[C@H](CN(C)Cc2ccc(C(=O)Nc3ccccc3N)cc2)Oc2ccc(NC(=O)Nc3ccc4c(c3)OCO4)cc2C1=O
-4	CC(C)C#Cc1cnc2c(c1)C(=O)N([C@@H](C)CO)C[C@@H](C)[C@@H](CN(C)C(=O)Nc1ccccc1)O2
0	Cc1ccc(S(=O)(=O)N(C)C[C@H]2OCCCC[C@H](C)Oc3ccc(NC(=O)NC4CCCCC4)cc3C(=O)N([C@@H](C)CO)C[C@@H]2C)cc1

# Following part
NSD2 block	SMILES
-7	C[C@@H]1CN([C@@H](C)CO)C(=O)c2cccc(NC(=O)Nc3ccc(C(F)(F)F)cc3)c2O[C@@H]1CN(C)S(=O)(=O)c1cn(C)cn1
-5	COc1ccccc1S(=O)(=O)N(C)C[C@H]1OCc2cnnn2CCCC(=O)N([C@H](C)CO)C[C@@H]1C
28	O=C(Nc1ccc2c(c1)[C@@H]1C[C@@H](CC(=O)N3CCc4ccccc4C3)O[C@@H](CO)[C@@H]1O2)Nc1ccccc1F
3	C[C@@H]1CN([C@@H](C)CO)C(=O)c2cc(NS(=O)(=O)c3ccc(Cl)cc3)ccc2O[C@@H]1CN(C)S(=O)(=O)c1cn(C)cn1
-5	COc1ccc(NC(=O)Nc2ccc3c(c2)C(=O)N([C@H](C)CO)C[C@H](C)[C@@H](CN(C)CC2CCCCC2)O3)cc1
0	O=C(Cc1ccncc1)Nc1ccc2c(c1)[C@@H]1C[C@H](CC(=O)NC3CCCCC3)O[C@@H](CO)[C@@H]1O2
1	C[C@H](CO)N1C[C@H](C)[C@H](CN(C)S(=O)(=O)c2cn(C)cn2)Oc2c(NC(=O)C3CCCCC3)cccc2C1=O
-4	CCCC#Cc1cnc2c(c1)C(=O)N([C@H](C)CO)C[C@H](C)[C@H](CN(C)C(=O)Cc1ccncc1)O2
-2	C[C@@H]1CCCCO[C@H](CN(C)C(=O)CCCN(C)C)[C@H](C)CN([C@H](C)CO)C(=O)c2cc(NS(C)(=O)=O)ccc2O1
1	COC(=O)CCCCCCC(=O)N/N=C/c1ccc2c(c1)Cc1ccccc1-2
-2	CC(=O)N(C)C[C@@H]1Oc2cc(C#Cc3ccccc3)ccc2S(=O)(=O)N([C@@H](C)CO)C[C@@H]1C
-4	C[C@@H]1CCCCO[C@@H](CN(C)S(=O)(=O)c2ccccc2)[C@@H](C)CN([C@@H](C)CO)C(=O)c2cc(NS(=O)(=O)c3cn(C)cn3)ccc2O1
-20	O=C(Nc1ccc2c(c1)[C@@H]1C[C@@H](CC(=O)N3CCCCC3)O[C@@H](CO)[C@@H]1O2)c1cccnc1
9	O=C(C[C@@H]1C=C[C@@H](NC(=O)CN2CCOCC2)[C@@H](CO)O1)NC1CCCCC1
0	C[C@@H]1CCCCO[C@@H](CN(C)S(=O)(=O)c2ccc(F)cc2)[C@H](C)CN([C@H](C)CO)C(=O)c2cc(NC(=O)Nc3ccc(C(F)(F)F)cc3)ccc2O1

# Additional structures:
NSD2 block	SMILES
3	Cc1noc(C)c1NC(=O)Nc1cccc2c1O[C@@H](CN(C)C(=O)Nc1cccc3ccccc13)[C@H](C)CN([C@H](C)CO)C2=O
16	Cc1noc(C)c1NC(=O)N(C)C[C@@H]1Oc2ccc(NC(=O)C3CC3)cc2C(=O)N([C@H](C)CO)C[C@H]1C
4	O=C(NCCCCN1CCN(c2cccc(Cl)c2Cl)CC1)c1ccc2c(c1)Cc1ccccc1-2
8	C[C@H]1CCCCO[C@H](CN(C)S(=O)(=O)c2ccc(Cl)cc2)[C@@H](C)CN([C@@H](C)CO)C(=O)c2cc(NC(=O)CCCN(C)C)ccc2O1
-2	Cc1ccc(S(=O)(=O)N(C)C[C@H]2Oc3ccc(NC(=O)Cc4cn(C)c5ccccc45)cc3CC(=O)N([C@H](C)CO)C[C@H]2C)cc1
1	CC(C)NC(=O)Nc1ccc2c(c1)C(=O)N([C@@H](C)CO)C[C@@H](C)[C@H](CN(C)S(=O)(=O)c1ccc(F)cc1)OCCCC[C@@H](C)O2
1	Cc1ccc(-c2ccc3c(c2)O[C@@H](CN(C)Cc2cccc(C(=O)O)c2)[C@@H](C)CN([C@@H](C)CO)S3(=O)=O)cc1
1	C[C@H](CO)N1C[C@H](C)[C@H](CN(C)C(=O)Nc2ccccc2)OCCCC[C@H](C)Oc2ccc(NC(=O)Nc3ccc4c(c3)OCO4)cc2C1=O
-4	COc1ccc(S(=O)(=O)N(C)C[C@@H]2Oc3ccc(NC(=O)CCCCCC(=O)Nc4ccccc4N)cc3C(=O)N([C@@H](C)CO)C[C@@H]2C)cc1
2	CCCNC(=O)C[C@H]1C[C@H]2c3cc(NC(=O)Nc4ccc(F)cc4)ccc3O[C@H]2[C@H](CO)O1
-3	CC(C)C#Cc1ccc2c(c1)O[C@H](CN(C)S(C)(=O)=O)[C@@H](C)CN([C@H](C)CO)S2(=O)=O
-15	CC(C)NC(=O)Nc1ccc2c(c1)C(=O)N([C@@H](C)CO)C[C@@H](C)[C@H](CN(C)Cc1ccc(C(=O)O)cc1)OCCCC[C@H](C)O2
-1	COc1ccc(S(=O)(=O)Nc2ccc3c(c2)CC(=O)N([C@@H](C)CO)C[C@@H](C)[C@H](CN(C)Cc2ccccc2)O3)cc1
-1	CC(C)NC(=O)Nc1cccc2c1O[C@H](CN(C)Cc1ccncc1)[C@H](C)CN([C@@H](C)CO)C2=O
-6	COc1ccc(S(=O)(=O)Nc2cccc3c2O[C@H](CN(C)Cc2ccncc2)[C@@H](C)CN([C@@H](C)CO)C3=O)cc1

# Next results
NSD2 block	SMILES
0	C[C@H]1CN([C@@H](C)CO)S(=O)(=O)c2ccc(/C=C/c3ccccc3)cc2O[C@@H]1CN(C)C(=O)c1ccc2c(c1)OCO2
i	C[C@H](CO)N1C[C@H](C)[C@@H](CN(C)CC2CC2)Oc2ccc(NS(=O)(=O)c3ccc(F)cc3)cc2CC1=O
1	COc1ccc(S(=O)(=O)N(C)C[C@H]2OCCCC[C@H](C)Oc3ccc(NC(=O)Nc4ccc5c(c4)OCO5)cc3C(=O)N([C@H](C)CO)C[C@@H]2C)cc1
-2	CC1(C)O[C@@H]2C[C@H]3[C@@H]4CCC5=CC(=O)CC[C@]5(C)[C@@]4(F)[C@@H](O)C[C@]3(C)[C@]2(C(=O)CCl)O1
1	COc1ccc(NC(=O)N(C)C[C@H]2Oc3c(NS(=O)(=O)c4ccc(C)cc4)cccc3C(=O)N([C@@H](C)CO)C[C@@H]2C)cc1
-3	Cc1ccc(S(=O)(=O)N(C)C[C@H]2Oc3ccc(NC(=O)Nc4ccccc4)cc3CC(=O)N([C@@H](C)CO)C[C@@H]2C)cc1
1	C[C@@H]1CN([C@@H](C)CO)C(=O)c2cccc(NC(=O)C3CC3)c2O[C@H]1CN(C)Cc1ccc(C(=O)O)cc1
1	C/C=C/c1cnc2c(c1)C(=O)N([C@@H](C)CO)C[C@@H](C)[C@@H](CN(C)S(=O)(=O)c1ccccc1)O2
0	Cc1noc(C)c1S(=O)(=O)Nc1ccc2c(c1)C(=O)N([C@@H](C)CO)C[C@@H](C)[C@@H](CN(C)C)OCCCC[C@@H](C)O2
0	CC(C)NC(=O)N(C)C[C@H]1OCc2cn(nn2)CCCC(=O)N([C@@H](C)CO)C[C@@H]1C
7	Cc1ccc(S(=O)(=O)N(C)C[C@@H]2Oc3cc(Br)ccc3S(=O)(=O)N([C@@H](C)CO)C[C@@H]2C)cc1
-3	C[C@H](CO)N1C[C@H](C)[C@@H](CN(C)S(=O)(=O)c2cn(C)cn2)Oc2cc(C#Cc3cccc(F)c3)ccc2S1(=O)=O
-9	Cc1noc(C)c1S(=O)(=O)N(C)C[C@H]1Oc2ccc(NC(=O)Nc3ccc4c(c3)OCO4)cc2CC(=O)N([C@@H](C)CO)C[C@@H]1C
3	CNC[C@@H]1OCCCC[C@@H](C)Oc2ccc(N(C)C)cc2C(=O)N([C@H](C)CO)C[C@H]1C
-7	CCCCC/C=C\C/C=C\CCCCCCCCCC(=O)O
5	COc1ccc(S(=O)(=O)Nc2ccc3c(c2)C(=O)N([C@@H](C)CO)C[C@H](C)[C@H](CN(C)S(=O)(=O)c2ccc(OC)cc2)O3)cc1

# The list is partial, so the mix of outcomes need not match the whole.
